Compound activity (PubChem BioAssay)
ADAM10 inh = inhibitors of human ADAM10; recombinant ADAM10, EDANS/DABCYL FRET peptide cleavage, 3 h; inhibition, % at 7 µM; 370,000 tested, 0.62% active; AID 720582;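 active means inhibition above a per-campaign cutoff equal to the mean of compounds falling between control-based bounds plus 3 SD, cut at about 20% in these data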;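 further: 0% = DMSO wells while the 100% control is not disclosed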
ADAM17 inh = inhibitors of human ADAM17; P78536; recombinant ADAM17, EDANS/DABCYL FRET peptide cleavage; inhibition, % at 6.95 µM; 370,000 tested, 0.83% active; AID 720648;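 active means inhibition above the mean of compounds lying between control limits plus 3 SD, set per campaign, cut at about 8.5% in these data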;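 further: 0% = DMSO-only wells as the low control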
Tn7 DDE FP = DD(E)-Tn7 binding inhibition, primary FP screen; P02675; FP displacement of FITC-Tn7 peptide from fibrin DD(E); 0% = median of compound wells per plate; inhibition, % at 8.3 µM; 370,000 tested, 0.13% active; AID 720508;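 active means inhibition above the mean of compounds falling within the control limits plus 3 SD of them, cut at about 14% in these data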;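 further: 0% = plate median of compound wells and 100% = 10 µM Aha-Tn7 peptide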
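Assay system: Fibrin-DD(E) protein isolated from polymerized human fibrin clots; read-out basis: percent inhibition; medium: Tris/NaCl/CaCl2 buffer, pH 7.8; signal: FP measurement; incubation: 10 min plus 3 h, room temperature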
ARFGAP1 inh = rat ARFGAP1 inhibition; Q62848; Arfgap1-stimulated ARF1 GTP hydrolysis, GDP FP detection; inhibition, % at 16.5 µM; 360,000 tested, 0.26% active; AID 651572;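 active means inhibition above a per-plate limit, mean inhibition of low control wells plus 3 SD, cut at about 25% in these data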;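 further: 0% = DMSO wells with enzyme and 100% = wells lacking Arfgap1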
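material = rat Arfgap1 catalytic domain, aa 1-136 | also added = human ARF1(Δ1-17)-GTP substrate | compound dosing = one concentration, 16.5 µM, DMSO 1.26% | times = GTP hydrolysis reaction 2 h at 25 °C | measured by = FP, GDP Alexa 633 tracer displaced from anti-GDP antibody, 620/688 nm | evaluation = percent inhibition of Arfgap1-stimulated GTP hydrolysis | replication = single well per compound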
LEDGF integ inh = blocks HIV-1 LEDGF/p75-dependent DNA integration; TR-FRET IN-LEDGF/p75 DNA integration, Eu/Cy5; inhibition, % at 3.7 µM; 370,000 tested, 0.64% active;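 active means inhibition above the screen-wide mean plus 3 SD, cut at about 13% in these data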;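 further: signal is the Cy5 over europium emission ratio at 671 and 618 nm; 0% = plate median of compound wells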
PLCg1 inh = blocks human PLC-gamma1 enzyme activity; purified PLC-gamma1, fluorogenic substrate, fluorescence; inhibition, % at 12.2 µM; 370,000 tested, 0.84% active; AID 720700; in the data active means inhibition above about 9.5%
proKLK7 act = activators of human kallikrein-7 zymogen. P49862. purified proKLK7, EDANS-DABCYL substrate fluorescence; 100% is mature enzyme control, 0% vehicle. activation, % at 7 µM. 370,000 tested, 0.9% active;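 active means activation above the mean of all tested compounds plus 3 SD, computed per campaign excluding outliers beyond control limits, cut at about 13% in these data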
TDP2 absorb = TDP2 (human) inhibition, absorbance primary screen; recombinant TDP2, T5PNP hydrolysis, p-nitrophenol absorbance 415 nm; 370,000 tested, 0.34% active; inhibition, % at 12.8 µM; AID 720702; O95551;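 active means inhibition above the mean of all tested compounds plus 3 SD, set per campaign, cut at about 25% in these data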;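 further: 0% = DMSO with enzyme and 100% = buffer with substrate but no TDP2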
Target sequence (O95551 whole entry, looked up): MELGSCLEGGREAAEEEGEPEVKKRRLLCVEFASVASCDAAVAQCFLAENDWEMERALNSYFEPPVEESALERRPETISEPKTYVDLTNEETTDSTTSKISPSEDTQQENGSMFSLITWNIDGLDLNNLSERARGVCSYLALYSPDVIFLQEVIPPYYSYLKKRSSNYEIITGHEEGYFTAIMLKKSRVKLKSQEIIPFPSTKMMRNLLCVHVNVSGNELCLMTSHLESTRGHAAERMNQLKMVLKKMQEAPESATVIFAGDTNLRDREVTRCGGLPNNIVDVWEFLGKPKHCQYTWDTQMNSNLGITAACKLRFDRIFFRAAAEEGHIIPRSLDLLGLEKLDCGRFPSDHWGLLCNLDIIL
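Assay system: recombinant human TDP2 / Reagent: T5PNP substrate at 5 mM, a TopII-DNA adduct mimic / Measured by: epi absorbance from released p-nitrophenol / Evaluation: % inhibition relative to enzyme-containing and enzyme-free wells / Control set: enzyme-free and DMSO wells / Replicates: each compound tested once, singlicate / Schedule: enzyme reaction with compound for 2 h at 37 °C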
DDE Tn6 FP inh = DD(E)-Tn6 binding inhibition, primary FP screen. P02675. Fibrin DD(E) TRITC-Tn6 fluorescence polarization displacement. inhibition, % at 8.3 µM. 370,000 tested, 0.21% active. AID 720509;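 active means inhibition above a per-campaign cutoff: mean of compounds within control limits plus 3 SD, cut at about 15% in these data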;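 further: 0% = median of all compound wells on the plate and 100% = blocking peptide control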
ASAP1 inh = blocks human ASAP1-stimulated Arf1 GTP hydrolysis; Q9ULH1; GDP FP detection; inhibition, % at 16.5 µM; 360,000 tested, 0.19% active; AID 624377; in the data active means inhibition above about 25%;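 further: 0% = vehicle with enzyme and substrate and 100% = no enzyme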
Target sequence (Q9ULH1 325-724 limits assumed): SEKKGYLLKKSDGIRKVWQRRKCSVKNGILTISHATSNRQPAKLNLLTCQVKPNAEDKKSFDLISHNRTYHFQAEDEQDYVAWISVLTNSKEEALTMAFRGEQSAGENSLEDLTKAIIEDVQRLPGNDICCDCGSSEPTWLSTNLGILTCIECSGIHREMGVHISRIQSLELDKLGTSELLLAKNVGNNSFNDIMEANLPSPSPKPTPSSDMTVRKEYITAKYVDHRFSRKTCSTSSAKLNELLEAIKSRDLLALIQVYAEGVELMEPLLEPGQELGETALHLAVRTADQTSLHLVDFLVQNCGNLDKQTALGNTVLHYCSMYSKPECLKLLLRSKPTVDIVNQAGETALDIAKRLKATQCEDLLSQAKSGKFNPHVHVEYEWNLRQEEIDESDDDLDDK
An asterisk follows results filed as active; · = no result given.

ADAM10 inh	proKLK7 act	ADAM17 inh	ASAP1 inh	Tn7 DDE FP	PLCg1 inh	LEDGF integ inh	TDP2 absorb	DDE Tn6 FP inh	ARFGAP1 inh	Structure
17	-0.2	-5	9	-2	4	10	-17	11	-3	COc1ccc(C(=O)NNC(=S)NC(=O)c2ccc(Cl)cc2)cc1
-6	-0.3	0	2	4	3	1	6	7	11	COC(=O)/C(=C\Nc1ccc(Cl)cc1Cl)NC(=O)c1ccccc1
8	-0.3	0	9	7	-1	4	-2	-6	3	CS(=O)(=O)N(CC(=O)NCCSCc1cccc(Cl)c1)c1ccccc1F
-2	0.1	1	2	-12	4	2	-2	6	11	COC(C[C@@H]1O[C@H]1[C@@H](O)COCc1ccccc1)OC
-14	-1.1	-5	-2	-5	-7	-4	-2	4	-1	COCCNC(=O)c1csc(Nc2cccc3ccccc23)n1
-3	0.4	0	7	-4	-7	0	6	-3	11	CCCCCOc1ccccc1C(=O)NCC(=O)O
-18	-0.7	-6	-1	4	-26	-5	3	-5	5	Cc1[nH]c2ccccc2c1CC(=O)Nc1ccc(N(C)c2cccnc2)c(-c2ccc(F)c(F)c2)c1
13	-0.1	-1	12	2	3	4	-3	-7	12	O=C(NNC(=O)c1cc(OCC(F)(F)F)ccc1OCC(F)(F)F)c1ccc(Cl)c(Cl)c1
5	-1.2	1	3	4	4	-7	-3	6	-12	Cc1cccc(NC(=O)CN2C(=S)NC(C)(C)CC2C)c1C (stereo unspecified)
-1	-0.3	-4	1	0	2	-3	5	3	2	COc1ccc(C(N)=O)cc1NC(=O)CC(O)(C(F)(F)F)C(F)(F)F
3	-0.3	-3	-6	-11	-1	-1	16	3	17	O=C(O)[C@@H]1CCCN1S(=O)(=O)c1cccc2cccnc12
0	0.2	-4	5	-6	1	2	0	-8	3	Cc1ccc(NC(=S)NCc2ccc(F)cc2)cc1
-11	1.3	1	0	-3	3	-2	-4	5	13	COCCNC(=O)c1c(C)cc(C)cc1C
-12	-0.3	-6	-15	3	1	-3	0	4	-6	O=C(CC[C@H]1O[C@@H](n2ccc(=O)[nH]c2=O)[C@H](O)[C@@H]1O)N[C@H](Cc1ccccc1)C(=O)NCc1ccccc1
1	0.7	-4	-4	-5	5	8	-1	-1	-11	CCC(=O)Oc1oc(-c2ccccc2)nc1C=Nc1ccc(C)cc1

Next section.
ADAM10 inh	proKLK7 act	ADAM17 inh	ASAP1 inh	Tn7 DDE FP	PLCg1 inh	LEDGF integ inh	TDP2 absorb	DDE Tn6 FP inh	ARFGAP1 inh	Structure
4	0.2	-1	-6	-2	2	1	8	2	-6	Cc1ccc(CNc2nnnn2C)cc1
-10	0.5	-3	·	1	0	5	0	4	·	COc1ccc(S[C@]2(C(=O)NC3CC3)CC(=O)N[C@@H]2c2ccc(OC)cc2)cc1
-11	-0.5	4	4	2	-19	4	-20	0	4	Cc1cnc(NC(=O)c2ccc(-c3nc4ccccc4s3)o2)s1
-4	0.2	0	8	6	-2	-1	-3	0	6	CSCCC(NC(=O)c1ccc(Cl)cc1Cl)C(=O)N1CCCCCCC1 (stereo unspecified)
-2	0.0	-4	-1	7	0	2	-16	1	-3	CCc1ccc(-c2nnn(Cc3nn[nH]n3)n2)cc1
14	-0.1	7	14	3	-1	-4	0	-8	2	CCOC(=O)c1c(N)sc2c(OC)c(Br)ccc12
0	0.5	2	-6	1	4	5	-12	-3	5	CC(C)CC(=O)NC(NC(=S)Nc1ccccc1)C(Cl)(Cl)Cl (stereo unspecified)
10	0.3	2	-17	0	0	-4	-4	0	0	O=C(/C=C/c1ccccc1Cl)NCc1cccs1
-14	-0.7	-1	-5	3	2	0	2	3	4	CCOC(=O)C1CCCN(c2c(N3CCC(N4CCCCC4)CC3)c(=O)c2=O)C1 (stereo unspecified)
-7	-0.3	-3	11	-4	3	1	16	-2	-6	CCN(C(=O)COC(=O)CNC(=O)c1cccs1)c1c(N)n(Cc2ccccc2)c(=O)[nH]c1=O
-10	0.2	8	-2	-7	8	1	-24	-2	17	C=CCn1c(SCC(=O)NCC2CCCO2)nnc1-c1ccncc1 (stereo unspecified)
-4	-0.2	-1	-16	-2	4	1	-4	0	-11	Cc1nn(C(=O)Cn2ccc([N+](=O)[O-])n2)c(C)c1Cl
-5	0.1	-3	-11	0	0	5	0	-1	4	CCOC(=O)c1nn(-c2ccc(F)cc2)c(=O)cc1OCC(=O)Nc1cccc(C)c1
3	0.7	-8	4	0	2	2	3	-5	19	CC(=O)C(Cc1cnc(Cl)s1)(Cc1cnc(Cl)s1)C(C)=O
-6	-0.2	-3	-6	2	-1	-1	-14	3	2	O=C(CSc1nnc(CNC(=O)c2ccc(F)cc2)o1)NCc1ccccc1Cl

Continued.
ADAM10 inh	proKLK7 act	ADAM17 inh	ASAP1 inh	Tn7 DDE FP	PLCg1 inh	LEDGF integ inh	TDP2 absorb	DDE Tn6 FP inh	ARFGAP1 inh	Structure
8	0.3	4	-2	1	2	4	-6	-5	4	CCOC(=O)C1=CCN(S(=O)(=O)c2ccccc2Br)C1c1cccc(C)c1 (stereo unspecified)
-1	-0.7	-2	-4	-2	4	2	11	1	-7	CCc1cc2c(=O)n(-c3ccc(Br)cc3)cnc2s1
4	0.8	0	8	3	-1	1	-4	0	8	Cc1cccc(NC(=O)CN(C)S(=O)(=O)c2cccc3nsnc23)c1C
-8	0.2	-4	6	3	-9	-2	-4	5	-4	CC(=O)Oc1ccc(-c2nc3c(C)cccc3c(=O)o2)cc1
5	0.2	-4	10	4	6	2	-13	6	-1	CC(C)Oc1ccc(CCNC(=O)CC2C(=O)NCCN2C)cc1 (stereo unspecified)
-46	-1.8	-11	-6	-3	-47	2	-2	-2	-18	Cc1ccc(C(=O)Oc2ccc(/C=C3\C(=N)N4N=C(N5CCOCC5)SC4=NC3=O)cc2)cc1
4	0.1	1	3	-3	1	1	1	10	5	Cc1nnc(SCC(=O)NC2CC2)s1
0	-0.5	-1	4	-3	2	4	-6	-8	13	O=C(/C=C/c1cccc([N+](=O)[O-])c1)n1cnc2ccccc21
-76	0.6	-26	-10	5	-42	3	2	2	-11	Cc1c(OC(C(=O)O)c2ccccc2)ccc2c(-c3ccccc3)cc(=O)oc12 (stereo unspecified)
-1	0.4	0	·	3	-1	-2	5	2	·	O=C(NC1CCCCN(Cc2cccc(C(F)(F)F)c2)C1=O)c1ccccc1I (stereo unspecified)
-1	-0.4	-5	11	-6	3	-8	-19	-4	8	Cc1ccc(NC(=S)N(CCN(C)C)C(C)c2ccco2)cc1Cl (stereo unspecified)
-2	0.8	2	-1	3	2	-3	7	-5	6	COC(=O)c1cc(S(=O)(=O)Nc2ccc(C)c(F)c2)c[nH]1
3	-0.2	-1	20	5	1	1	-7	1	15	Cc1cc(N(C)C(=O)c2ccc3c(c2)S(=O)(=O)c2cc(Cl)ccc2C3=O)c(C(F)(F)F)o1
2	-1.1	-1	-7	0	-2	4	16	12	1	Cc1cccc(NC(=O)CSCC(=O)N(C)Cc2c(F)cccc2Cl)c1
17	0.7	6	6	-7	3	1	-13	-5	13	COc1ccc(C(=O)Nc2ccc(Nc3ccccc3)cc2)cc1[N+](=O)[O-]
1	-0.1	-6	-10	5	3	2	4	1	-4	Cc1c(NC(=O)CCC2CCCCC2)cc(C(=O)N2CCOCC2)cc1[N+](=O)[O-]
-58	0.0	-19	-7	-8	-4	3	-5	-6	4	COc1ccc(-c2nc3c([nH]2)c(=O)n(C)c(=O)n3C)c(OC)c1
